# Screening results: PubChem, several laboratories
# KLF5 inh: suppresses KLF5 promoter-driven expression. DLD-1 KLF5 promoter-luciferase reporter, luminescence. inhibition, % at 5 µM. 290,000 compounds, 0.23% hits. AID 1700;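 active means inhibition above a per-plate limit of that plate's mean compound inhibition plus 3 SD, cut at about 60% in these data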;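 further: 0% = DMSO wells and 100% = LY294002 at 200 µM; higher means less KLF5 promoter-driven luciferase light; inactives centre near -14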
# IEC-6 tox: counter-screen for KLF5 inhibitors: cytotoxicity in IEC-6 cells; IEC-6 cytotoxicity, luminescence viability; inhibition, % at 5 µM; 290,000 compounds, 0.78% hits; in the data active means inhibition above about 22%;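 further: 0% = plate median of test compound wells and 100% = cytotoxic reference compound wells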
# Platelet DG rel: modulates dense granule release in human platelets | human platelet-rich plasma, SFLLRN dense granule ATP release, luminescence | inhibition, %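 (compounds screened at 7.5 µM in platelet-rich plasma)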 | 300,000 compounds, 0.22% hits | AID 1663;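 active means mean replicate score, as percent of positive control, at or above 50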
# HSP90 inh: inhibitors of HSP90 luciferase refolding in rabbit reticulocyte lysate | luciferase refolding luminescence, 3 h | inhibition, % at 5.6 µM | 290,000 compounds, 0.91% hits | AID 1789;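 active means inhibition above the screen-wide mean plus 3 SD, computed separately per campaign, cut at about 16% in these data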;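 further: 0% = DMSO wells and 100% = 60 µM geldanamycin wells; inhibitors lower the luminescence because luciferase stays unfolded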
# HSF1 inh: HSF1 inhibition. 300,000 compounds, 0.77% hits. activity change, negative = inhibition, % at 7.5 µM (by protocol). NIH3T3-HGL HSE-luciferase, MG132-induced, luminescence 8 h; active compounds read low. AID 2098;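 active means more than half of replicate wells show activity change below -50%, luminescence cut by over half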;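 further: luciferase reports HSF-1 transcriptional activity via heat shock element; 0% = median of DMSO wells and -100% = zero luminescence signal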
# SKKanGAS inh: inhibitors of SKKanGAS S. pyogenes growth in kanamycin (SK-promoter or general growth effect) | BacTiter-Glo, 6 h | inhibition, % at 7.5 µM | 300,000 compounds, 1.3% hits | AID 1662;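 active means mean replicate score, as percent of positive control median, at least 50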;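 further: strain carries kanamycin resistance gene driven by streptokinase promoter and grows in 40 µg/ml kanamycin; loss of luminescence reflects streptokinase promoter inhibition or plain growth inhibition; 0% = median of DMSO wells and 100% = positive control at its reference dose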
# HIF act: HIF pathway transcriptional activation; 300,000 compounds, 0.32% hits; activation, % at 7.5 µM (by protocol); U2OS HRE-luciferase reporter, luminescence; normalized: DMSO 0%, desferrioxamine 100%;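 active means mean activation of at least 10% of the iron chelator positive control signal, with at least half of replicates also reaching 10%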
# aSyn 5UTR inh: 5' untranslated region of α-synuclein, MLPCN primary screen; alpha-synuclein 5'UTR reporter, inhibitor activity; 300,000 compounds, 0.82% hits; AID 1813; inhibition, % (tested at 7.5 µM); in the data active means inhibition above about 60%;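 further: H4 neuroglioblastoma cells stably carrying SNCA 5'UTR luciferase fusion; 0% = DMSO wells and 100% = positive control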
# HSF-1 act: increases HSF-1 driven luciferase reporter signal | NIH3T3-HGL HSF-1 luciferase reporter, MG132, 8 h; 100% = twice DMSO control signal | activation, % at 9 µM | 300,000 compounds, 1.7% hits | AID 504408;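 active means mean replicate activation of at least 50% with a set share of replicates each reaching 50%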;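 further: 0% = median of the neutral control wells and 100% = twice that signal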
# AI-2 QS mod: modulates the Vibrio harveyi AI-2 quorum sensing system; AID 2094; 300,000 compounds, 0.4% hits; Vibrio harveyi JMH597 AI-2 luminescence/OD600 ratio, 9 h; active compounds read low; strain lacks LuxN and CqsS sensors; 0 = neutral-control median; activity change, % at 7.5 µM; in the data active means activity change below about -75%, passing the limit was not always enough;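 further: luminescence divided by OD600 gain over 9 h not by final OD600 alone; inactives centre near 13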
# The depositor's hits bear a star; . = no result given. No enrichment for hits; about 6% have a hit in one of these screens.
SMILES,KLF5 inh,IEC-6 tox,Platelet DG rel,HSP90 inh,HSF1 inh,SKKanGAS inh,HIF act,aSyn 5UTR inh,HSF-1 act,AI-2 QS mod
CCOC(=O)c1c(C)n(CC(COC(C)=O)OC(C)=O)c2ccc(OC(C)=O)cc12 (centres undefined),-21.4,-1.8,4.8,-3.4,-3.5,-2.9,-0.2,-19.8,3.9,15.9
CC(C(=O)N1CCOCC1)N1C(=O)C2C3CC(C(Br)C3Br)C2C1=O (centres undefined),-8.5,0.5,5.1,-1.5,-1.6,-4.4,-0.5,0.9,-15.4,9.9
COc1ccc(OCC(=O)NNC(=O)c2cccc(O)c2)cc1,-22.5,-6.1,-1.3,-3.2,-9.1,-5.0,0.2,-4.7,-12.3,-40.6
COc1ccc(NC(=O)C(C)NS(=O)(=O)c2ccc(NC(C)=O)cc2)cc1Cl (centres undefined),-40.1,1.0,-0.6,-1.6,-7.4,8.1,0.0,-2.5,0.4,25.4
O=C(NCc1ccncc1)c1ccc(Br)cc1,-3.9,6.7,-2.3,2.0,-5.4,9.2,0.4,-11.4,-4.5,23.5
CN(C(=O)c1ccc(OC2CCN(C(=O)c3cccnc3)CC2)cc1)C1CCCCC1,2.4,-2.8,1.2,5.1,0.5,-0.2,-0.2,7.4,-3.0,-8.0
O=C(CNC(=O)c1ccc(Cl)cc1Cl)NCCCn1ccnc1,-17.3,-8.7,5.6,-1.5,-10.4,3.4,-0.2,-12.6,-8.3,10.4
O=C(CSc1nc2ccc(N3CCOCC3)cc2c(=O)n1CCc1ccccc1)NCC1CCCO1 (centres undefined),-38.4,-6.9,1.4,2.2,0.9,43.8,0.5,11.0,2.8,19.8
O=C(c1ccc(Oc2ccccc2)cc1)c1nc2c(n1O)CCCC2,-57.5,2.8,-13.1,-0.6,12.8,-10.4,0.4,-49.3,24.0,37.1
CC(=O)Nc1ccc2nc(NC(=O)c3cccnc3)sc2c1,-58.7,-1.3,13.5,-1.3,9.8,-17.6,0.8,-91.6,23.3,9.0
CCOc1ccc(N2CC(C(=O)Nc3ccncc3)CC2=O)cc1 (centres undefined),-16.8,6.2,22.1,1.5,6.9,-22.9,0.5,-7.8,10.3,-1.4
CCCOc1ccc(-c2nnc(-c3cccs3)o2)cc1,-183.2,-11.5,0.7,-10.1,-3.5,10.4,-0.7,45.2,16.2,26.0
O=C(/C=C/c1ccc([N+](=O)[O-])cc1)N1CCN(S(=O)(=O)c2cccs2)CC1,-14.8,-6.9,2.5,-1.0,5.0,6.4,-0.3,9.0,5.1,25.5
COc1ccc(CC(=O)NCc2n[nH]c(=S)n2-c2ccccc2OC)cc1,1.1,4.3,0.5,-0.7,4.1,5.7,-0.2,-37.2,2.7,13.2
Cc1cccc(N2C(=O)C3C4C=CC(CC4)C3C2=O)c1 (centres undefined),-27.4,-12.4,-0.4,-1.5,-4.2,-1.4,-2.0,-1.6,-3.4,4.1
C=CCNC(=O)C1CC(=O)N(c2ccc(OCC(=O)NCc3ccccc3)cc2)C1 (centres undefined),-0.1,-2.5,6.7,4.6,1.4,-2.2,-0.3,8.0,19.3,9.4
CC(=O)Cc1nsc(NC(=O)c2ccc(-c3cc(C(F)(F)F)ccc3Cl)o2)n1,2.5,-5.1,1.0,1.0,-3.6,33.6,0.9,-25.7,-7.6,17.8
Cc1ccc(S(=O)(=O)Nc2ccc(S(=O)(=O)NCC3CCCO3)cc2)cc1 (centres undefined),0.0,-8.4,-12.4,-5.2,-9.2,-5.4,-0.3,-2.2,-7.3,38.6
COC(=O)NC(C)N1C(=O)C2C3C=CC(C3)C2C1=O (centres undefined),-14.5,5.3,9.1,3.6,.,-0.2,0.4,-7.8,.,3.4
Nc1nc(O)c(Sc2ccccc2[N+](=O)[O-])c(=O)[nH]1,1.5,-7.2,3.4,-3.4,-3.5,4.6,0.4,5.0,2.2,4.9
Cc1cc(-c2ccccc2)c2ccc(NC(=O)C(C)(C)C)nc2n1,3.5,2.7,1.5,2.8,-61.9*,20.6,0.9,21.2,-69.5,-3.5
O=C(O)CC(C(=O)O)N1C(=O)/C(=C/C=C/c2ccco2)SC1=S (centres undefined),-25.6,-29.9,4.9,-3.7,-2.5,9.4,-0.1,0.5,-10.1,11.5
COc1ccc(Cc2noc(CN3CCCC(C(=O)c4cccs4)C3)n2)cc1OC (centres undefined),-0.8,-1.7,-1.5,-2.9,5.3,-1.7,0.0,5.5,16.3,19.9
CCN(CC)C(=O)Cn1cc(/C=C(\C#N)C(=O)NC2CC2)c2ccccc21,-9.5,4.1,-5.2,-1.8,-2.1,-5.2,0.3,0.0,-6.3,19.2
COC(C(=O)N/N=C(\C)c1ccc(C(C)(C)C)cc1)c1ccccc1 (centres undefined),-5.0,14.8,-1.4,1.8,1.5,-0.2,-0.8,21.4,7.7,10.9
Cc1ccccc1C(O)c1ccncc1 (centres undefined),-14.4,-4.2,-1.2,-5.0,3.4,-3.0,-0.3,12.1,-5.5,31.9
Cc1cc(C)nc(NC(=S)NC(=O)c2ccccc2)n1,-25.4,2.2,0.2,-2.1,3.0,2.7,3.5,-9.5,4.7,9.8
O=C(NCc1cccc(C(F)(F)F)c1)C1CC(c2ccccc2[N+](=O)[O-])=NO1 (centres undefined),-18.1,3.8,-0.3,-3.1,10.2,2.7,2.9,-12.0,15.7,0.6
CN1C(=O)/C(=C/c2ccc(C(=O)Nc3ccc(O)cc3C(=O)O)cc2)SC1=S,-15.7,-2.9,21.6,-5.7,-5.6,16.7,-0.3,-13.9,-1.7,24.6
CCOc1cc(C(=O)OCC(=O)Nc2c(C)cccc2C)ccc1OCC(=O)N1CCOCC1,8.3,-4.3,4.5,-3.4,6.1,-2.6,0.3,3.7,-2.2,1.9
COc1ccc(C)cc1NC(=O)C(OC(=O)c1ccc([N+](=O)[O-])o1)c1ccccc1 (centres undefined),-6.7,0.0,-1.9,1.7,3.8,-3.8,-0.2,-10.3,39.1,16.7
COc1ccc2cc(CCNC(=O)c3ccc(S(=O)(=O)N4CCOCC4)cc3)c(=O)[nH]c2c1,-10.3,-11.8,-1.9,3.2,-7.6,9.6,1.9,2.0,4.1,11.8
CCN1CCCC1CNC(=O)c1[nH]c2ccc(OC)cc2c1C (centres undefined),-14.8,-0.5,1.8,3.2,-13.4,2.7,-12.0,3.8,-3.3,-2.1
CCn1cc(C(=O)N2CCN(c3cccc(Cl)c3)CC2)c2cc(OC)c(OC)cc2c1=O,-40.2,1.9,-2.4,0.7,0.5,10.0,0.1,31.0,2.4,11.6
CSC(=S)N/N=C(\C)c1ccccc1,9.0,4.1,-4.5,-4.6,-2.4,-10.4,0.6,-25.5,4.5,-14.4
Cc1cc(SCC(=O)NC(=O)NCc2ccco2)nc2c(C)cccc12,-1.6,4.6,-4.2,4.0,8.6,-2.3,0.8,-33.6,20.8,-2.4
CCOC(=O)C1CCCN(C(=O)c2cc(Cl)ccc2NC(=O)C2=C(C)OCCS2)C1 (centres undefined),15.8,-3.4,6.4,-1.2,4.9,1.7,-0.4,-8.7,10.7,18.3
CCOc1ccc2ccccc2c1C(=O)N1CCOCC1,7.2,1.7,19.5,-1.1,3.5,1.7,0.0,2.3,-20.8,-4.8
COc1ccc2cc(C)c3nnc(SCC(=O)Nc4nc(-c5ccc(F)cc5)cs4)n3c2c1,-26.5,-6.4,-0.8,1.4,1.6,9.2,0.0,-5.7,2.4,14.0
COc1ccccc1C(c1nnnn1CCc1ccccc1)N1CCCCCC1 (centres undefined),-14.3,-2.5,4.3,2.9,1.0,0.3,-0.7,-12.0,3.2,17.4

# Laid out differently: results already given
SMILES	KLF5 inh	IEC-6 tox	Platelet DG rel	HSP90 inh	HSF1 inh	SKKanGAS inh	HIF act	aSyn 5UTR inh	HSF-1 act	AI-2 QS mod
COc1ccc(Cc2noc(CN3CCCC(C(=O)c4cccs4)C3)n2)cc1OC (centres undefined)	-0.8	-1.7	-1.5	-2.9	5.3	-1.7	0.0	5.5	16.3	19.9
CC(=O)Cc1nsc(NC(=O)c2ccc(-c3cc(C(F)(F)F)ccc3Cl)o2)n1	2.5	-5.1	1.0	1.0	-3.6	33.6	0.9	-25.7	-7.6	17.8

# Remaining list, next part:
SMILES,KLF5 inh,IEC-6 tox,Platelet DG rel,HSP90 inh,HSF1 inh,SKKanGAS inh,HIF act,aSyn 5UTR inh,HSF-1 act,AI-2 QS mod
CCOC(=O)C(/C=N/c1cc(C)nn1-c1ccccc1)=C(\C)O,-29.6,1.7,-2.4,4.4,-0.8,1.9,-0.1,-18.9,-9.8,12.1
CC(C)(C)OC(=O)NCc1nc(N)n[nH]1,-27.6,-0.1,1.9,0.5,-4.6,4.1,0.1,10.0,-4.8,21.4
Cc1ccc(Nc2c(-c3ccc(N4CCOCC4)cc3)nc3ncccn23)c(C)c1,-12.8,1.9,-2.4,-0.3,6.7,-9.5,0.5,20.9,10.6,12.2
CCn1c(SCC(=O)NNC(=O)c2ccccc2)nnc1-c1ccco1,7.7,1.4,-0.4,-0.7,0.7,1.8,-0.4,3.3,1.4,2.4
Fc1ccccc1/C=N/Nc1ncnc2nc[nH]c12,-24.7,2.9,4.2,2.4,2.2,-3.2,2.4,-62.5,-13.5,3.4
COC(=O)CC1NCCc2cc(OC)c(OC)cc21 (centres undefined),-18.9,-9.1,1.6,-6.5,2.4,10.1,-0.3,2.8,14.6,16.7
CC1CCc2sc(C(=O)NNC(=O)c3ccncc3)cc2C1 (centres undefined),.,.,-7.2,.,3.3,9.1,0.2,1.5,-7.1,-3.9
CCN(CC)S(=O)(=O)c1ccc(NC(=O)COC(=O)c2ccc(Br)o2)cc1,-21.8,-1.0,-5.7,-0.8,-5.4,-6.0,-0.3,-3.9,8.4,-68.2
CC1CCN(S(=O)(=O)c2ccc3[nH]cc(C(=O)NCCN4CCOCC4)c(=O)c3c2)CC1,-8.4,1.3,15.9,-4.7,0.5,4.2,-0.1,-25.7,4.5,7.2
COc1ccc(C)cc1S(=O)(=O)N1CCCC(C(=O)NCc2ccccn2)C1 (centres undefined),-12.9,-7.2,-5.8,-2.4,-4.4,-1.2,-0.3,-4.9,-2.4,20.4
CN(C)C(=O)CS(=O)(=O)c1ccc(Cl)cc1,-39.2,-2.7,12.4,4.1,-8.9,-3.4,-0.6,-7.0,3.9,18.8
NC(=S)N/N=C/c1ccc(/C=N/NC(N)=S)cc1,-17.5,-2.9,6.3,-0.9,4.1,-1.4,-0.3,13.6,-0.1,27.0
Cc1[nH]nc(-c2ccc(OCc3cnn(-c4ccccc4)c3)cc2O)c1Oc1ccccc1F,3.5,3.3,-11.0,1.4,-1.1,22.4,-0.4,13.9,-5.4,15.8
Cc1ccc(S(=O)(=O)Oc2ccc(C3C4=C(CCCC4=O)N(CCC(=O)O)C4=C3C(=O)CCC4)cc2Cl)cc1,1.6,-6.8,-8.7,0.9,-5.6,5.9,0.0,10.3,-5.3,0.7
CCn1c(-c2sc(-c3ccccc3)nc2C)n[nH]c1=S,1.4,2.4,3.9,1.8,-0.9,-3.1,-0.5,-23.2,10.6,20.0
C/C(=N\NC(=O)CNC(=O)c1ccccc1Br)c1ccco1,-18.7,1.5,-9.8,-2.7,5.3,-4.7,-0.5,-3.1,40.9,13.1

# As entered above:
# COC(=O)CC1NCCc2cc(OC)c(OC)cc21 (centres undefined) in HSF-1 act reads 14.6
# CN(C)C(=O)CS(=O)(=O)c1ccc(Cl)cc1 in HSF1 inh reads -8.9
# CCn1c(-c2sc(-c3ccccc3)nc2C)n[nH]c1=S in aSyn 5UTR inh reads -23.2
